# Assay outcomes (PubChem BioAssay)
# TRPV1 agonist: human TRPV1 agonism | Q8NER1 | TRPV1-expressing cells, Fluo-8 calcium influx, agonist mode | activation, % at 8.33 µM | actives 0.19% (n = 320,000) | AID 540275; in the data active = activation above about 80%; inconclusive = between about 30% and that limit; note: 0% is about no effect
#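 Cells expressing TRPV1 were dye-loaded with Fluo-8 and read kinetically: 10 s baseline, 3 min after compound (agonist portion), then 2 min after EC20 capsaicin (allosteric enhancer portion). Calcium-bound dye fluorescence at 480/520 nm.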
# TCR activator: T cell receptor activation | primary human leukocytes, anti-CD3, IL-2 HTRF, 48 h | Potency, µM (highest dose often 9.22 µM), for the others: top-dose activation of IL-2 secretion, most hits filed as activators | 330,000 tested, under 10 active | AID 504894; note: % of control where 0% means no effect
#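 Compounds are tested in HTS on primary human leukocytes co-incubated with a-CD3 beads for 48 hr. IL-2 output is measured by time-resolved FRET.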
# TSHR antag: antagonists of human thyroid stimulating hormone receptor; P16473; TSHR-expressing cells, TSH-stimulated cAMP HTRF, 2 h; active compounds read low; activity change, negative = inhibition, % at 11.5 µM; actives 0.2% (n = 330,000);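 active = activity change below a set negative limit, meaning inhibition stronger than a set level, cut at about -70% in these data; inconclusive = activity change between two set negative limits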; note: % is set by controls: 0 for no effect and ±100 for the full control effect
#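 Antagonism was scored as loss of TSH-driven cAMP in TSHR cells, stimulated with 4nM TSH (EC80) for 2 hours at 37 deg C and detected by homogeneous HTRF competition immunoassay.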
# hERG WT inh: KCNH2 (human, wildtype) channel inhibition; actives 0.37% (n = 340,000); AID 720551; activity change, % at 1.84 µM; Q12809; U2OS, BacMam KCNH2, thallium flux FluxOr; active compounds read low;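 active = maximum activity change below -70%; inconclusive = maximum activity change between -70% and -50%; inactive = maximum activity change above -50%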; note: % is set by controls: 0 for no effect and ±100 for the full control effect
#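 U2OS cells transduced with wild-type KCNH2 virus are loaded with FluxOr dye for 45 min, and thallium flux is measured in kinetic reads before and after stimulation buffer. Rate constants are normalized to DMSO controls.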
# ELG1 DNA repair: blocks ELG1-dependent DNA repair in HEK293T cells; HEK293T ELG1-luciferase reporter, luminescence, 16 h; DNA damage induced by 5-fluorouridine; Potency, µM (doses to about 46.1 µM), inactives show at the highest dose activity change, negative = inhibition, most hits filed as inhibitors; actives 2.3% (n = 330,000); note: potency is the fitted concentration of half-maximal effect; % is set by controls: 0 for no effect and ±100 for the full control effect; nearly all actives have a fitted effect of over 55% in size
#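 Reporter activity after DNA damage by 5-fluorouridine is monitored. Compound-treated cells incubate 16 hr at 37 °C, then ONE-Glo is added for 30 min before luminescence reading.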
# Eya2 phos inh: blocks the phosphatase activity of human Eya2 | recombinant Eya2, OMFP fluorescence dephosphorylation (OMFP is methylfluorescein phosphate) | actives 0.006% (n = 330,000) | Potency, µM (doses to about 76.9 µM), for inactives: at the top dose activity, negative = inhibition, actives largely listed as inhibitors | O00167; note: potency is the fitted concentration of half-maximal effect; % is set by controls: 0 for no effect and ±100 for the full control effect
#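 Eya2 protein (added as 0.2 uM solution) was preincubated with compound for 10 min at ambient temperature in 50 mM HEPES pH 7.5, 50 mM NaCl, 5 uM MgCl2, 0.05% BSA, 1 mM DTT. OMFP (added at 50 uM) then reacted 10 min; fluorescence read at 485/525 nm.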
# KCNH2 3.1 inh: KCNH2 3.1 (human) potassium channel inhibition | activity change, % (tested at about 1.8 µM) | U2OS KCNH2 3.1, thallium flux FluxOr; active compounds read low | actives 0.95% (n = 340,000);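 active = maximum activity change below -70%; inconclusive = maximum activity change from -70% to -50%; inactive = maximum activity change above -50%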;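 note: thallium influx rate constant from kinetic fluorescence after stimulation buffer; % is set by controls: 0 for no effect and ±100 for the full control effect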
#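 Channel expression came from 3.1 mutant virus (1.77 x 10^8 /mL) applied to suspended U2OS cells for 4 h. Flux was tracked with FluxOr dye plus Red40 quencher, and kinetic rate constants normalized to controls.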
# AT treatment: potential ataxia-telangiectasia treatments restoring KAP-1 phosphorylation; […] A-T fibroblasts, KAP-1 phosphorylation AlphaLISA; neocarzinostatin DNA damage 30 min before lysis; Potency, µM (doses to about 57.5 µM), for the others: top-dose activation, hits mostly activators; actives 0.19% (n = 320,000); note: potency is the fitted concentration of half-maximal effect; % of control where 0% means no effect; nearly all actives have a fitted effect of over 45% in size
#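 ATM-like activity read as KAP-1 phosphorylation via AlphaLISA donor/acceptor antibody pairs after lysis and 6 hr at 25C. Cells were ATM-null patient fibroblasts ([…], hTERT), dosed 60 min, then exposed to the DSB inducer NCS for 30 min.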
# Mito fusion yeast: mitochondrial division inhibition or fusion activation; S. cerevisiae fusion-defective mutant growth rescue, CellTiterGlo 48 h; Potency, µM (top dose mostly 46.1 µM), for inactives: top-dose growth rescue (activation), actives largely listed as activators; actives 0.23% (n = 320,000); AID 485298;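 note: potency is the fitted concentration of half-maximal effect; % of control where 0% means no effect; nearly all actives have a fitted effect of over 45% in size; temperature-sensitive fusion mutants such as fzo1-1 at 37 °C on non-fermentable ethanol glycerol medium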
#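 Read-out: ATP-based luminescence (CellTiterGlo, 10 min ambient) reporting growth of fusion-defective ts yeast after 48 hours at 37C on glycerol/ethanol YPEG medium in the presence of compound.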
# USP2a block: inhibitors of human ubiquitin-specific protease USP2a; actives 0.01% (n = 330,000); AID 463254; Potency, µM (top dose mostly 38.3 µM), without a hit: at the highest dose activity change, negative = inhibition, actives largely listed as inhibitors; USP2 core, Ub-CHOP2 coupled fluorogenic reporter, 485/531;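 note: potency is the fitted concentration of half-maximal effect; plate controls were DMSO wells for no effect and full inhibition by NEM control for full effect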
# Target sequence (O75604 whole entry, looked up): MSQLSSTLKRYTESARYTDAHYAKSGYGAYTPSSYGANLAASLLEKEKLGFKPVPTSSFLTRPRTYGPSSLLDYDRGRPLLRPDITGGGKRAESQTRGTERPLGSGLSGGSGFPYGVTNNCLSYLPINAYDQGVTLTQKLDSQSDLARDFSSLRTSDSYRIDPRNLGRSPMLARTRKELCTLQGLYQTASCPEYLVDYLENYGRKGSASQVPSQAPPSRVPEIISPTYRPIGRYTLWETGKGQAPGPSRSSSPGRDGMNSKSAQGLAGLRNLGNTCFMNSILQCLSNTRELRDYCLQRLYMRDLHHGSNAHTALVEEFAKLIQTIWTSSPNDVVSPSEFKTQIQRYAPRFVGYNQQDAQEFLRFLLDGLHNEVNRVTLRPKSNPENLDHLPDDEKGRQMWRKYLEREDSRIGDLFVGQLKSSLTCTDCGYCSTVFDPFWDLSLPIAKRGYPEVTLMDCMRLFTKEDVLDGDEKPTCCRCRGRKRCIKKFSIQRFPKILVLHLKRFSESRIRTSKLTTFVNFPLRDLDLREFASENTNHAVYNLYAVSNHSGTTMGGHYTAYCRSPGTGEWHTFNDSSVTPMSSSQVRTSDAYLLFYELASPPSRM
#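 Cell-free coupled assay: 10nM USP2 core preincubated 30min RT with compound in Tris-HCl pH 8.0/CaCl2/CHAPS buffer, then 25nM Ub-CHOP2 and 25nM reporter substrate; fluorescence (Ex 485/Em 531) read after 60min RT, normalized to NEM inhibition, concentration-response curves fitted.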
# The depositor's hits bear a star; i = inactive; ? = inconclusive; . = no result given; [ ] = another dose, or the depositor's remark. Unless noted, calls come from the whole dose curve; as a rule, active = well fitted curve in the direction sought with a large enough effect; inconclusive = small, poorly fitted or top-dose-only effect, or another doubt; inactive = no such curve, though single readings can be large; an effect the other way counts as inactive or inconclusive. A portion of the library; rates above refer to the full screens.
entry	SMILES	TRPV1 agonist	TCR activator	TSHR antag	hERG WT inh	ELG1 DNA repair	Eya2 phos inh	KCNH2 3.1 inh	AT treatment	Mito fusion yeast	USP2a block
1	O=S1(=O)CCC(NS(=O)(=O)c2ccc3ccccc3c2)C1 (stereo not drawn)	-1	0%	21	-4	-3%	1%	4	-1%	-13%	0%
2	CCC(=O)/C=C1\Sc2ccccc2N1CC	2	1%[46.1 µM]	-3	-2	3%	7%	-27	3%	?	4%
3	N#CC(c1ccc(Cl)nn1)c1c(F)cccc1Cl (stereo not drawn)	?	-2%	2	i	-11%	4%	-7	-2%	-3%	1%
4	CCOc1ccc(NC(=O)CN(C)Cc2cc(=O)n3c(-c4ccccc4)csc3n2)cc1OCC	-2	-2%	-3	2	?	-13%	-2	3%	-6%	0%
5	Cc1csc(C(C)N(C)C(=O)CCc2nnc(CCc3ccccc3)o2)n1 (stereo not drawn)	-2	12%	13	1	0%	8%	5	3%	-4%	0%
6	CCOC(=O)c1cnn2c(C(F)(F)F)cc(-c3cn(C)nc3C)nc12	4	7%	-6	-5	?	-10%	-7	1%	9%	0%
7	CCCCN(CC)CCCNC(=O)c1cn(-c2ccc(OC)cc2)c(=O)c2ccccc12	3	4%	1	13	17%	2%	-5	4%	-7%	4%
8	O=C(CCNS(=O)(=O)c1cccs1)N1CCCCCC1	0	-3%	-4	-2	?	9%	4	5%	0%	2%
9	O=C(NC1CC1)c1cccc(NC(=O)c2cn3ccccc3n2)c1	1	-4%	-11	23	?	-6%	-42	1%	-1%	1%
10	C=CCn1cc(C(=O)OCC)c(=O)c2cc(F)c(F)cc21	1	5%	-7	1	-1%	5%	7	-8%	0%	2%
11	O=C(N/N=C\c1cc(Br)c(Br)o1)c1cncc(Br)c1	7	3%[46.1 µM]	9	8	-14%	-19%	-11	-2%	-16%	-2%
12	COc1ccc(C(=O)Nc2ccc(-c3n[nH]c(=S)o3)cc2)cc1	-5	-61%	-9	.	0%	-10%	-12	11%	19%	-1%
13	NC(N)=NC(N)=Nc1cccc2ccccc12	-3	2%	23	-6	-13%	-19%	11	13%	-1%	7%
14	COc1cccc(-c2nnc(-c3ccco3)o2)c1	7	4%[46.1 µM]	-1	-2	?	-8%	-8	0%	11%	0%
15	CC(C)Cc1nc2n[nH]c(N)c2c2c1CCCC2	-13	6%	-16	0	14%	5%	-7	.	4%	-10%
16	CCOC(=O)CNC(=O)CSc1nnc(-c2ccccc2)c(-c2ccccc2)n1	2	1%	-12	8	-5%	6%	-17	-3%	10%	3%
17	O=C(COc1ccccc1Cl)NCCNC(=O)c1ccco1	0	0%	1	-4	?	-9%	4	-2%	-7%	-3%
18	O=C(CCC(=O)N(CC(=O)NC1CCCCC1)c1ccc(F)cc1)Nc1nccs1	1	2%	-10	8	1%	8%	-2	4%	5%	0%
19	O=C(Oc1cc(Cl)ccc1Cl)c1ccc(N2CCOCC2)c([N+](=O)[O-])c1	2	-4%[46.1 µM]	-4	6	-4%	0%	-29	-8%	29%	1%
20	COc1ccc(-c2cc3nc[nH]c(=O)c3s2)cc1	4	-2%	14	-4	?	?	-5	-6%	6%	1%
21	O=C(C1Cc2ccccc2CN1S(=O)(=O)c1ccc(F)cc1)N1CCCCC1 (stereo not drawn)	9	-2%	-2	-10	-4%	-3%	-9	8%	7%	0%
22	CC(=O)c1ccc(NC(=O)C2(c3ccccc3)CCOCC2)cc1	-3	5%	-8	0	?	-6%	-108*	-2%	2%	1%
23	COCCCN1C(=O)c2ccc(C(=O)Nc3ccccc3OC)cc2C1=O	2	-5%	0	-7	-2%	9%	-3	0%	3%	4%
24	COc1cc(/C=N/NC(=O)c2c(C)nnn2-c2nonc2N)ccc1O	-4	-9%	-1	-8	2%	0%	.	1%	-4%	-8%
25	O=C(c1cc(-c2ccccc2)on1)N1CCN(C(=O)c2ccco2)CC1	7	1%	-4	-33	?	-11%	-10	-9%	-2%	-3%
26	COc1ccc(-c2nnc(SCC(=O)Nc3cc(C)on3)n2N)cc1OC	-2	5%	-4	-1	-5%	1%	0	-1%	-4%	3%
27	COc1ccc(NS(=O)(=O)c2ccc3oc4ccccc4c3c2)cn1	1	-4%	-39	19	?	-13%	1	0%	25µM*	3%
28	CC(C)NC(=O)c1cc(-c2cccs2)nc2ccccc12	3	-3%	-2	-10	-22%	-2%	-4	6%	-5%	2%
29	CCOc1ccc(N2CC(C(=O)NCCc3ccc(S(N)(=O)=O)cc3)CC2=O)cc1 (stereo not drawn)	-1	1%	-2	-3	5%	4%	-9	5%	0%	-1%
30	COc1cc2ccccc2cc1C(=O)Nc1ccc(S(=O)(=O)Nc2cc(C)on2)cc1	2	.	-15	0	?	18%	-22	1%	6%	-1%
31	Cc1cc(C)n(CCN(C)c2nc3nonc3nc2N2CCCCC2)n1	1	9%	-8	-2	?	-2%	3	2%	-4%	0%
32	CN1CCN(CCCNC(=O)CN2C(=O)COc3ccccc32)CC1	1	-4%	5	5	16%	-6%	5	-2%	1%	1%
33	CC(C)OC(=O)CC(=O)c1sc2nc3c(cc2c1N)CN(C)CC3	0	4%	11	-6	12%	8%	-4	-5%	-1%	?
34	COc1cccc(N2CCN(C(=O)c3cc4cc(Cl)ccc4[nH]3)CC2)c1	6	-9%	-7	9	-5%	-29%	9	2%	-30%	4%
35	COc1cccc(NC(=O)COc2ccc(S(=O)(=O)NC(C)C)cc2)c1	-4	0%[46.1 µM]	-2	-2	0%	2%	-17	-2%	-1%	3%
36	O=C1CN(C(=O)COC(=O)CNS(=O)(=O)/C=C/c2ccccc2)c2ccccc2N1	0	-1%	-12	.	16%	1%	3	-1%	2%	0%
37	Cc1ccc(CN2C(=O)C(C)Nc3ncnc(N4CCN(c5ccccn5)CC4)c32)cc1 (stereo not drawn)	?	-6%	-21	1	?	-14%	0	-3%	4%	1%
38	CCOc1ccc(-n2cc(-c3ccccc3)c3c(=O)[nH]cnc32)cc1	6	-1%	-5	-11	-12%	4%	-1	3%	1%	-1%
39	COc1ccc(C(=O)Nc2cc(C(=O)NCCc3ccccc3)ccc2Cl)cc1	3	3%	-3	-20	-15%	4%	-2	3%	1%	1%
40	Cc1ccc2cc(C#N)c(N3CCCN(C(=S)NCCCN(C)C)CC3)nc2c1	3	9%	27	4	1%	-1%	2	6%	-8%	0%
41	CN(Cc1ccccc1)C(=O)Cn1cccc1C(=O)c1ccccc1	0	2%	3	-2	3%	1%	-12	6%	4%	1%
42	CCNC(=O)Nc1cc2nc(C)n(Cc3ccc(Br)cc3)c2nc1C	0	2%	3	2	3%	-5%	2	2%	5%	-1%
43	c1ccc(Oc2cc(-n3cccn3)ncn2)cc1	2	1%	4	-4	?	16%	15	1%	-13%	1%
44	Cc1ccccc1OCc1nnc(SCC(=O)Nc2ccc3c(c2)oc2ccccc23)n1C	4	.	7	-1	0%	3%	-3	7%	-1%	2%
45	Cc1ccsc1/C=N/NS(=O)(=O)c1ccc([N+](=O)[O-])cc1	-1	-6%[46.1 µM]	0	-11	-6%	6%	-26	-7%	7%	0%
46	CNC(=O)/C(C#N)=C/c1cc(C)n(-c2ccc(N3CCOCC3)cc2)c1C	0	-2%	-6	1	?	6%	-12	0%	-2%	6%
47	COC(=O)c1cc(COc2ccc3ccc(=O)oc3c2)c(C)o1	0	-4%	-8	-1	?	-11%	-2	2%	2%	3%
48	Cc1cc(C)c(C(=O)/C=C/c2ccc3c(c2)OCO3)c(=O)[nH]1	-1	-7%	41	-2	?	-4%	9	3%[11.5 µM]	3%	3%
49	Cc1cc(OCc2nnc(SC(C)C(=O)O)n2-c2ccccc2)ccc1Cl (stereo not drawn)	4	3%	-7	-3	-9%	-8%	25	-7%	-2%	1%
50	COc1cccc(C(=O)/C=C/Nc2ccc(S(=O)(=O)Nc3onc(C)c3C)cc2)c1	-1	-2%[46.1 µM]	4	1	?	1%	9	-9%	-13%	3%
51	CC(=O)Nc1ccc2c(CSc3nnc(N)s3)cc(=O)oc2c1	3	12%	20	-4	-18%	7%	8	5%	4%	-5%
52	Cc1cc(C)nc(SCC(=O)Nc2ccc(N3CCOCC3)c(Cl)c2)n1	1	3%	-20	-18	?	2%	4	4%	10%	-2%
53	CN1CCCC(CC2c3ccccc3Sc3ccccc32)C1 (stereo not drawn)	12	0%	0	38	20%	-9%	-14	1%	-2%	0%

# 3 entries out of the list above, arranged by the value under TRPV1 agonist, falling.
nr	structure	TRPV1 agonist
40	Cc1ccc2cc(C#N)c(N3CCCN(C(=S)NCCCN(C)C)CC3)nc2c1	3
42	CCNC(=O)Nc1cc2nc(C)n(Cc3ccc(Br)cc3)c2nc1C	0
45	Cc1ccsc1/C=N/NS(=O)(=O)c1ccc([N+](=O)[O-])cc1	-1
